Coupling enz = inhibits coupling enzyme system, counter-screen for aldolase hits; activity change, negative = inhibition, % at 58.2 µM, hits read low; AID 2472; 290,000 compounds, 0.67% hits; coupling enzyme system counterscreen, AmpLite Red fluorescence; in the data active means activity change below about -30%; further: on the % scale 0 is the no-effect control and ±100 the full control effect
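Compounds tested against the coupling enzymes alone at 57.5 uM final; readout was AmpLite Red fluorescence (525/598 nm) after 20 min at RT.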
RORg inh = blocks mouse ROR gamma transcriptional activity | P51450 | Drosophila S2 Gal4-RORgamma UAS-luciferase reporter, 20 h | Potency, µM (titrated, usually from 53.6 µM), inactives show at the top dose activity change, negative = inhibition, actives largely listed as inhibitors | 310,000 compounds, 5.4% hits | AID 2551; further: potency means the concentration at half of the fitted maximal effect; on the % scale 0 is the no-effect control and ±100 the full control effect; nearly all actives have a fitted effect of over 60% in size
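Stable Schneider cell line, Gal4 DNA-binding domain fused to ROR gamma, UAS-luciferase. Cmpd 1 hr RT → CuSO4 700 uM final → 20 hr RT → luciferase reagent 10 min → luminescence.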
Rab9 prom act = Rab9 promoter activation | Potency, µM (titrated, usually from 9.22 µM), without a hit: at the highest dose activation, negative = inhibition, usual class: activators | Huh7 Rab9 promoter-luciferase reporter, luminescence, 24 h | 320,000 compounds, 2.8% hits; further: potency means the concentration at half of the fitted maximal effect; % of control where 0% means no effect; nearly all actives have a fitted effect of over 60% in size
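Huh7 reporter line, Rab9 promoter upstream of luciferase. Compound exposure 24 h at 37 °C in reduced-serum medium with 10% FBS. Read-out: luminescence.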
ELG1 genotox = genotoxicity induction in ELG1-luciferase HEK293T cells; HEK293T ELG1-luciferase reporter, luminescence, 16 h; Potency, µM (doses to about 46 µM), without a hit: at the top dose activity change, positive = activation, actives largely listed as activators; 330,000 compounds, 1.3% hits; AID 504466; further: potency means the concentration at half of the fitted maximal effect; % of control where 0% means no effect; nearly all actives have a fitted effect of over 60% in size
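Luminescence read-out: rising ELG1-luciferase signal, reflecting elevated ELG1 protein under genetic stress, flags genotoxic compounds. Cells were treated for 16 hr at 37 °C before ONE-Glo detection.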
KCNH2 3.1 block = inhibitors of human KCNH2 3.1 potassium channel isoform; U2OS KCNH2 3.1, thallium flux FluxOr; stronger effect = lower value; activity change, % (tested at about 1.8 µM); 340,000 compounds, 0.95% hits; AID 720553;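 active means maximum activity change below -70%; inconclusive means maximum activity change from -70% to -50%; inactive means maximum activity change above -50%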;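 further: thallium influx rate constant from kinetic fluorescence after stimulation buffer; on the % scale 0 is the no-effect control and ±100 the full control effect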
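Channel expression came from 3.1 mutant virus (1.77 x 10^8 /mL) applied to suspended U2OS cells for 4 h. Flux was tracked with FluxOr dye plus Red40 quencher, and kinetic rate constants normalized to controls.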
Giardia kill = kills Giardia lamblia | activity change, % at 7.66 µM, hits read low | Giardia lamblia trophozoite viability | 340,000 compounds, 0.15% hits; in the data active means activity change below about -80%; inconclusive means between about -30% and that limit;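 further: parasites exposed to compound for two days anaerobically before the ATP read; on the % scale 0 is the no-effect control and ±100 the full control effect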
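Trophozoite viability was measured as ATP-dependent luminescence, read 15-30 min after reagent addition. Before that, parasites at 100 cells/well were exposed to compounds for 48 h, anaerobically, at 37 deg C.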
NPC1 promoter act = NPC1 promoter activation; Huh7 NPC1 promoter luciferase reporter, 24 h; Potency, µM (series often up to 9.22 µM), for inactives: at the highest dose activation, hits mostly activators; 320,000 compounds, 2.4% hits; AID 485313;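 further: potency means the concentration at half of the fitted maximal effect; % of control where 0% means no effect; nearly all actives have a fitted effect of over 60% in size; reporter is driven by a mutant NPC1 promoter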
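Stable NPC1-promoter luciferase Huh7 line; cpd (DMSO) 24 h, 37 °C, 5% CO2; Amplite luciferase reagent 10 min RT; luminescence readout. qHTS format.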
Gal4-VP16 FLuc = counter-screen for ROR gamma inhibitors: Gal4-VP16 reporter. Drosophila S2 Gal4-VP16 UAS-luciferase, luminescence, 20 h. Potency, µM (highest dose often 53.6 µM), inactives show top-dose activity, negative = inhibition, actives largely listed as inhibitors. 310,000 compounds, 3.5% hits. AID 2546;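 further: Gal4-VP16 expression switched on by copper sulfate through the metallothionein promoter; potency means the concentration at half of the fitted maximal effect; on the % scale 0 is the no-effect control and ±100 the full control effect; nearly all actives have a fitted effect of over 50% in size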
FLuc counter = firefly luciferase modulation, counter-screen for miR-21 project | P08659 | purified FLuc, Km substrates, luminescence inhibition | Potency, µM (top dose mostly 57.5 µM), inactives show top-dose activity change, negative = inhibition, actives largely listed as inhibitors | 360,000 compounds, 6.9% hits | AID 588342;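 further: potency means the concentration at half of the fitted maximal effect; plate controls were vehicle for no effect and reference inhibitor for full effect; nearly all actives have a fitted effect of over 55% in size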
Target sequence (P08659 whole entry, looked up): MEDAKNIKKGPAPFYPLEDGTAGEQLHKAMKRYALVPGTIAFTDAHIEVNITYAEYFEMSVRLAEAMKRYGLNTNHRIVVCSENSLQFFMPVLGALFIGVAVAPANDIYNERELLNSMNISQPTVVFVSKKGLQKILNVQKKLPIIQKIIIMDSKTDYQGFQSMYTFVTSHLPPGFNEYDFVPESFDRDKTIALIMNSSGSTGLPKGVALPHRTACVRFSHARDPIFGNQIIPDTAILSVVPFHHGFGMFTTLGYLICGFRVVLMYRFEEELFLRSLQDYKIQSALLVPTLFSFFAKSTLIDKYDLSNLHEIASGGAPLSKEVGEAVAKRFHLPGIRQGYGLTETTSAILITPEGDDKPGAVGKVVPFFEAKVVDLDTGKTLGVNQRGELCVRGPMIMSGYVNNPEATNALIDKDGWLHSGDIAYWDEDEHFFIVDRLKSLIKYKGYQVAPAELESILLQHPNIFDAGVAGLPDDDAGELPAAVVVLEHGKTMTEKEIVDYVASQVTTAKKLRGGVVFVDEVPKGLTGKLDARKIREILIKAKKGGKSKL
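Biochemical qHTS of compounds, final roughly 60 µM downward over six points, against 10 nM purified firefly luciferase using Km concentrations of substrates (10 uM D-luciferin, 10 uM ATP) in Tris acetate pH 7.5 buffer; luminescence output.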
Tb PFK inh = blocks T. brucei phosphofructokinase. Potency, µM (titrated, usually from 57.5 µM), inactives show at the highest dose activity, negative = inhibition, actives largely listed as inhibitors. O15648. T. brucei PFK, ADP-Glo luminescence. 330,000 compounds, 0.17% hits;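 further: potency means the concentration at half of the fitted maximal effect; 0% = uninhibited 1x PFK enzyme wells and -100% = no-enzyme wells; nearly all actives have a fitted effect of over 60% in size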
Target sequence (O15648 whole entry, looked up): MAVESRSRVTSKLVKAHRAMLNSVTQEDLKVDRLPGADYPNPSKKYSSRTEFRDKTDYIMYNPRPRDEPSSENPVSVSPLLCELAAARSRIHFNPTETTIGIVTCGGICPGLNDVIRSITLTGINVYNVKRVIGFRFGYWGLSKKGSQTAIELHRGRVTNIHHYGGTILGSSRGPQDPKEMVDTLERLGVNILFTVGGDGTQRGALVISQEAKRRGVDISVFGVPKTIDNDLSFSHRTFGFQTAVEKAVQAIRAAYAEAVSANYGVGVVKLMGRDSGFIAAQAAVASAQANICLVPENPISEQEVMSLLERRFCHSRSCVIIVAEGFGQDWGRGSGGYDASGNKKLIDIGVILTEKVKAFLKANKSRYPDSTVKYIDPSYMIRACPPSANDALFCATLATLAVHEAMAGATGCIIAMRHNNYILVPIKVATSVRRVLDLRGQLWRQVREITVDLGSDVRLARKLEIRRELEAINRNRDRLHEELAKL
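Activity is normalized to no-enzyme wells (full inhibition) and 1.25 nM enzyme wells (no inhibition). Reaction: 0.5 mM F6P, 0.1 mM ATP, 45 min RT, ADP-Glo luminescence; concentration-response curves fitted and classed by quality.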
uPA surface inh = inhibitors of cell surface uPA generation. 330,000 compounds, 0.31% hits. cell surface uPA generation assay, qHTS. AID 540303. Potency, µM (doses to about 38.3 µM), for inactives: at the top dose activity change, negative = inhibition, actives largely listed as inhibitors; active means well fitted inhibition curve with a large enough effect; inconclusive means small, poorly fitted or top-dose-only effect; inactive means no such curve, though single readings can be large or run the other way; tested in mouse RAW 264.7 cells; further: potency means the concentration at half of the fitted maximal effect; on the % scale 0 is the no-effect control and ±100 the full control effect; nearly all actives have a fitted effect of over 55% in size
An asterisk follows results filed as active; ? = inconclusive; . = not tested or not shown; [ ] = remark or other dose. Unless noted, the call rests on the fitted dose curve; in most records, active means well fitted curve in the direction sought with a large enough effect; inconclusive means small, poorly fitted or top-dose-only effect, or another doubt; inactive means no such curve, though single readings can be large; an effect the other way counts as inactive or inconclusive.

SMILES	Coupling enz	RORg inh	Rab9 prom act	ELG1 genotox	KCNH2 3.1 block	Giardia kill	NPC1 promoter act	Gal4-VP16 FLuc	FLuc counter	Tb PFK inh	uPA surface inh
CCN(C(=O)C1CCCN(c2nc(-c3ccc(OC)cc3)no2)C1)c1ccccc1F (stereo not given)	-3	?	-1%	-4%	-2	13	-7%	-10%	-2%	-2%	-4%
CCOc1ccc(NC(=O)Cc2c(C(=O)O)n(C)c3ccccc23)cc1	10	-4%	1%	1%	3	?	3%	-3%	4%	2%	2%
COCCSc1nnc(NC(=O)C2CC(=O)N(C3CCCC3)C2)s1 (stereo not given)	-1	-3%	-2%	-2%	-12	-10	-4%	19%	1%	5%	1%
CC(OC(=O)c1oc2ccccc2c1COc1ccccc1)C(N)=O (stereo not given)	0	-6%	-2%	-1%	-15	-5	-8%	-6%	-12%	-3%	4%
Cc1onc(COc2ccccc2O)c1Br	-2	21%	0%	14%	3	-9	0%	18%	-12%	-3%	5%
COC(=O)c1sc(NC(=O)c2csc3c2CCCC3)nc1C	0	35µM*	4µM*	2.6µM*	-12	8	?	?	2.4µM*	0%	-9%
O=C(O)CSC(=S)N1CCCC1	0	10%	-2%	-2%	16	10	-2%	4%	-3%	1%	4%
CCc1c(C)nc2[nH]nc(NC(=O)C(F)(F)F)n2c1=O	-1	-9%	-6%	2%	2	-8	18%	0%	8%	-5%	6%
COc1ccc(Nc2cc(C(=O)NCCCOC(C)C)c3ccccc3n2)c(OC)c1	2	1%	-3%	-8%	-7	-6	1%	3%	?	-2%	9%
CC(C)(C)N(NS(=O)(=O)c1ccc(F)cc1)c1ccccc1	-5	-11%	0%	1%	8	17	-40%[inhibitor]	-8%	-1%	-17%	6%
O=C(CC12CC3CC(CC(Br)(C3)C1)C2)NCc1ccccc1	6	1%	-4%[1.84 µM]	0%	-8	-5	0%	0%	-6%	-1%	5%
CC1CCCN(C(=O)COC(=O)c2cc(Br)ccc2O)C1 (stereo not given)	.	.	.	3%	6	-7	.	.	.	-6%	-6%
CCCCCN(C(=O)CCC(=O)OCc1ccc(Cl)cc1Cl)c1c(N)n(CCCC)c(=O)[nH]c1=O	.	.	-1%	-4%	27	-6	1%	.	0%	-1%	-14%
CCc1cc2c(=O)c(-c3nc4ccccc4n3C)coc2c(CN2CCOCC2)c1O	0	?	1%	-1%	-13	14	1%	?	0%	?	-3%
C[C@H]([C@H](O)c1ccccc1)N(C)C(=O)CN	2	0%	5%	0%	2	7	4%	2%	1%	-1%	4%
CC(=O)Nc1ccc(NC2=Nc3ccccc3N3C2=Nc2c(c(C)nn2-c2ccccc2)C3c2ccccc2)cc1 (stereo not given)	.	0.089µM*	-17%	-12%	-12	-15	-31%[inhibitor]	0.89µM*	5%	3%	7%
CC(=O)Nc1ccc(NC(=O)CCn2cnnn2)cc1	-1	-18%	-3%	1%	20	6	-3%	-2%	-1%	0%	7%
CCn1ncc([N+](=O)[O-])c1C(=O)Nc1ccc(C(=O)N2CCCCC2)cc1	1	34%	2%	-4%	0	-26	-7%	-2%	0%	4%	-1%
O=C(Cc1ccccc1)N1CCN(S(=O)(=O)c2ccc([N+](=O)[O-])cc2)CC1	2	30%	-3%	-5%	0	-7	-1%	3%	-1%	2%	0%
CN(CC1CCCN(CCc2ccc(Cl)cc2)C1)C(=O)CC(F)(F)F (stereo not given)	-2	0%	5%	-1%	-12	12	-6%	12%	1%	1%	6%
COC(=O)CSc1nnc(C)n1-c1ccc(C)cc1	1	2%	1%	2%	2	0	2%	0%	8%	0%	-3%
Nc1nnc(SCC(=O)Nc2cccc(S(=O)(=O)N3CCCCC3)c2)s1	.	.	-5%	-2%	11	-6	1%	.	-17%	1%	-22%
Cc1ccc(CNCC(=O)Nc2cccc(S(=O)(=O)NC3=NCCCCC3)c2)cc1	1	32%	0%	-3%	0	-12	-1%	-12%	-1%	-1%	-1%
Nc1cc(N)nc(SCc2ccccc2)n1	0	?	2.8µM*	?	20	-1	?	27%	19µM*	3%	-2%
CCCOc1ccc(/C(O)=C2/C(=O)C(=O)N(CCCn3ccnc3)C2c2cccs2)cc1 (stereo not given)	7	40%	0%	6%	-12	-11	1%	27%	-14%	0%	3%
CC(C)(C)NC(=O)Nc1ccc(F)c(Cl)c1	-2	1%	-1%	-6%	10	-2	-3%	7%	?	-10%	-4%
O=C(c1ccccc1)c1ccc(OCCCN2CCCCC2)cc1	1	8%	-9%	-4%	-46	-3	-6%	9%	2%	-12%	0%
CC(C)Oc1cccc(C(=O)C2CCCN(Cc3ccc(Oc4ncccn4)cc3)C2)c1 (stereo not given)	1	4%	-6%	-9%	3	-11	0%	-9%	0%	-6%	-7%
CN1C(=O)NC(c2ccccc2Cl)C2=C1CC(C)(C)CC2=O (stereo not given)	0	19%	3%	-6%	8	-3	-8%	9%	-1%	9%	4%
COc1ccc(P(=O)(COc2ccc([N+](=O)[O-])cc2)c2ccc(OC)cc2)cc1	3	42%	-5%	-2%	-38	3	-1%	-6%	-4%	0%	-6%
CCN1CCCC1CNC(=O)C(=O)NC(C)c1ccccc1 (stereo not given)	-2	-1%	-3%	0%	44	2	-3%	-5%	0%	-1%	-1%
COc1ccc(Cn2nnnc2CN2CCOCC2)cc1	3	10%	0%	1%	-6	4	-5%	-10%	4%	-3%	-4%
COc1cc(C(=O)OC(C)CN2C(C)CCCC2C)cc(OC)c1OC (stereo not given)	-1	-19%	4%	-1%	6	-9	-1%	-1%	1%	4%	-1%
O=C(N=NC(=O)c1ccc2c(O)n(CC3CCCO3)c(O)c2c1)c1cccnc1 (stereo not given)	0	17%	-3%	-3%	-6	2	-4%	-3%	-17%	0%	10%
Cc1c(NC(=O)C2CCCNC2=O)c(=O)n(-c2ccccc2)n1C (stereo not given)	-5	0%	2%	0%	6	5	8%	4%	3%	-17%	4%
COc1ccc2oc(=O)c(-c3nnc(N)s3)cc2c1	0	-22%	?	?	6	-25	29%	-4%	-17%	0%	-6%

Arranged by molar mass (lowest first): some entries from above.
SMILES	Coupling enz	RORg inh	Rab9 prom act	ELG1 genotox	KCNH2 3.1 block	Giardia kill	NPC1 promoter act	Gal4-VP16 FLuc	FLuc counter	Tb PFK inh	uPA surface inh
CC(C)(C)NC(=O)Nc1ccc(F)c(Cl)c1	-2	1%	-1%	-6%	10	-2	-3%	7%	?	-10%	-4%
COc1ccc(Cn2nnnc2CN2CCOCC2)cc1	3	10%	0%	1%	-6	4	-5%	-10%	4%	-3%	-4%
CCN1CCCC1CNC(=O)C(=O)NC(C)c1ccccc1 (stereo not given)	-2	-1%	-3%	0%	44	2	-3%	-5%	0%	-1%	-1%
CN1C(=O)NC(c2ccccc2Cl)C2=C1CC(C)(C)CC2=O (stereo not given)	0	19%	3%	-6%	8	-3	-8%	9%	-1%	9%	4%
O=C(c1ccccc1)c1ccc(OCCCN2CCCCC2)cc1	1	8%	-9%	-4%	-46	-3	-6%	9%	2%	-12%	0%
Cc1c(NC(=O)C2CCCNC2=O)c(=O)n(-c2ccccc2)n1C (stereo not given)	-5	0%	2%	0%	6	5	8%	4%	3%	-17%	4%
COc1cc(C(=O)OC(C)CN2C(C)CCCC2C)cc(OC)c1OC (stereo not given)	-1	-19%	4%	-1%	6	-9	-1%	-1%	1%	4%	-1%
COc1ccc(P(=O)(COc2ccc([N+](=O)[O-])cc2)c2ccc(OC)cc2)cc1	3	42%	-5%	-2%	-38	3	-1%	-6%	-4%	0%	-6%
CCCOc1ccc(/C(O)=C2/C(=O)C(=O)N(CCCn3ccnc3)C2c2cccs2)cc1 (stereo not given)	7	40%	0%	6%	-12	-11	1%	27%	-14%	0%	3%

Next section
SMILES	Coupling enz	RORg inh	Rab9 prom act	ELG1 genotox	KCNH2 3.1 block	Giardia kill	NPC1 promoter act	Gal4-VP16 FLuc	FLuc counter	Tb PFK inh	uPA surface inh
COC(=O)c1c(C)cc(C)c2c1CC(C)(C)C2=O	2	2%	-12%	5%	-2	-1	-3%	8%	0%	-3%	5%
Cc1[nH]c2ccccc2c1-c1csc(NC(=O)CSCC(=O)O)n1	-1	-4%	-4%	0%	4	1	1%	-17%	-3%	10%	21%
COc1ccccc1CNC(=O)c1cc(C(C)C)nc2ccccc12	1	28%	-2%	-8%	3	8	0%	-13%	-3%	-4%	3%
C#CC1(O)CC(C)NCC1(C)CCC#N (stereo not given)	2	-2%	0%	-2%	8	-24	0%	6%	3%[2.3 µM]	-9%	-4%

Random draw from the library; any-hit rate near 14%.
